Assay outcomes deposited in PubChem by Broad Institute.
C diff growth = C. difficile growth inhibition; growth activity, negative = inhibition, % at 16 µg/mL (by protocol); Clostridium difficile clinical isolate growth, OD600, 24 h; stronger effect = lower value; 86,000 tested, 0.25% active;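 active = mean growth activity at or below -80% and every replicate also at or below -80%; inconclusive = mean at or below -80% but some replicate above -80%; inactive = mean growth activity above -80%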;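 note: 0% = DMSO wells and -100% = levofloxacin 16 µg/mL wells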
Tcruzi prolif = blocks T. cruzi growth in NIH3T3 culture; T. cruzi beta-gal in NIH3T3, GalScreen luminescence, 90 h; inhibition, % at 8.34 µM; 77,000 tested, 5.9% active; AID 624255;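 active = mean inhibition above about 93%, with at least 55% of replicates each passing it, limit read from the data, passing the limit was not always enough; inconclusive = only one of those two conditions holds; inactive = neither condition holds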
Pf Dd2 inh = blocks growth of Plasmodium falciparum Dd2 parasites. P. falciparum Dd2 growth, SYBR Green, 72 h; stronger effect = lower value. 94,000 tested, 2.3% active. activity change, % at 10 µM; in the data active = activity change below about -80%; inconclusive = no clear call, values can overlap the other calls
KDM4C inh = blocks human GASC-1 (KDM4C) demethylase activity. Q9H3R0. GST-KDM4C 2-372, H3K9me3 peptide, LANCE TR-FRET. inhibition, % at 12.5 µM. 96,000 tested, 0.15% active. AID 720574;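 active = mean replicate inhibition above about 25%, with at least 55% of replicates also reaching it, limit read from the data, passing the limit was not always enough; inconclusive = only one of those two conditions met; inactive = neither condition met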
Target sequence (Q9H3R0 2-372 limits assumed): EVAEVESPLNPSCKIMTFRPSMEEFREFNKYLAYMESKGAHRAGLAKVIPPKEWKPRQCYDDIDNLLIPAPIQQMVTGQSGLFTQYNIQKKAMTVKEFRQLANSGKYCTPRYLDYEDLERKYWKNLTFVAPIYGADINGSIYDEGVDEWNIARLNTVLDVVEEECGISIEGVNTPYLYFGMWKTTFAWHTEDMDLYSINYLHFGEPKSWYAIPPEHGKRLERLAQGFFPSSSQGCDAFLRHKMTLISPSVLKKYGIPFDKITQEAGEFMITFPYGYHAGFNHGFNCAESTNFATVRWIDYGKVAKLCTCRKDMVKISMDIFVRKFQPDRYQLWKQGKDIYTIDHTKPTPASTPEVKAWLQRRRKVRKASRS
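Test system – GST-tagged GASC-1 (JMJD2C) catalytic fragment, aa 2-372 · Medium – HEPES buffer, pH 7.5, plus ascorbate · Reagent – H3K9me3 peptide with Fe(II)/2OG · Compound – one test concentration per compound · Timing – 30 min reaction, 60 min detection, RT · Technique – TR-FRET with Eu antibody and ULight streptavidin, EDTA stop · Read-out basis – inhibition from TR-FRET ratio decrease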
An asterisk follows results filed as active; ? = inconclusive; · = no result given; & = joins results of further samples.

Compound	C diff growth	Tcruzi prolif	Pf Dd2 inh	KDM4C inh
CC=Cc1ccc2n(c1=O)C[C@H]1[C@H](CO)[C@@H](C(=O)NC3CCCC3)[C@@H]2N1C(=O)c1cnccn1 (mixture of isomers)	3	·	32	0.1
N#Cc1cccc(-c2ccc(C3[C@H]4CNC[C@@H]3N4Cc3cncnc3)cc2)c1 (some centres not stated)	-5	·	-23	0.9
Cc1ccc(S(=O)(=O)Nc2ccc3c(c2)C(=O)N([C@H](C)CO)C[C@H](C)[C@H](CN(C)C(=O)c2ccccc2)OCCCC[C@H](C)O3)cc1	-12	35	26	0.5
C[C@H]1CN([C@@H](C)CO)C(=O)CCCn2cc(nn2)CO[C@H]1CN(C)C(=O)Nc1ccc2c(c1)OCCO2	·	35	-11	1.0
C[C@H](CO)N1C[C@H](C)[C@@H](CN(C)S(C)(=O)=O)Oc2ncc(C#CC3CCCC3)cc2C1=O	-3	·	-9	2.6
C[C@@H]1CN([C@@H](C)CO)C(=O)c2cc(NS(C)(=O)=O)ccc2O[C@H]1CN(C)C(=O)NC1CCCCC1	0	·	1	-1.7
O=C(CCN1CCCCC1)N[C@H]1CC[C@@H](CCn2cc(-c3ccc(F)cc3)nn2)O[C@@H]1CO	-2	-10	17	-1.8
Cc1ccccc1-c1cnc2c(c1)C(=O)N([C@H](C)CO)C[C@@H](C)[C@@H](CN(C)C(=O)c1ccncc1)O2	-3	-12	36	-0.5
CCCN1[C@@H]2Cn3c(ccc(-c4ccccc4)c3=O)[C@H]1[C@@H](C(=O)NCCc1cn(C)cn1)[C@@H]2CO	4	13	6	-1.8
C[C@@H]1CN([C@@H](C)CO)C(=O)c2cccc(NC(=O)c3nc4ccccc4s3)c2O[C@@H]1CN(C)C(=O)Nc1ccc(F)cc1	-4	6	-62	18
Cc1noc(C)c1S(=O)(=O)Nc1ccc2c(c1)CC(=O)N([C@@H](C)CO)C[C@H](C)[C@@H](CN(C)S(=O)(=O)c1ccc(F)cc1)O2	-5	-2	-3	0.7
CCc1cnc(N2[C@@H](C#N)[C@@H](c3ccc(C#CC(C)C)cc3)[C@@H]2CO)s1	-5	97*	-4	-0.6
C[C@H]1CCCCO[C@H](CN(C)CC2CCCCC2)[C@@H](C)CN([C@@H](C)CO)C(=O)c2cc(NS(C)(=O)=O)ccc2O1	2	0	·	2.5
CCC(=O)N(C)C[C@H]1Oc2ncc(C#CCc3ccccc3)cc2C(=O)N([C@@H](C)CO)C[C@H]1C	-7	·	-31	4.8
C[C@H]1CCCCO[C@H](CN(C)Cc2ccccc2)[C@@H](C)CN([C@@H](C)CO)C(=O)c2cc(NC(=O)CCCN(C)C)ccc2O1	-2	45	-22	3.6
C[C@@H]1CN([C@H](C)CO)S(=O)(=O)c2ccc(-c3ccncc3)cc2O[C@@H]1CN(C)C(=O)c1ccc2c(c1)OCO2	1	55	-6	-0.7
CNC(=O)C[C@H]1CC[C@@H]2[C@H](COc3ccc(NC(=O)Nc4ccccc4OC)cc3C(=O)N2C)O1	-5	5	-9	1.1
Cc1ccc(-c2ccc3c(c2)O[C@H](CN(C)C(=O)Nc2ccccc2)[C@H](C)CN([C@H](C)CO)S3(=O)=O)cc1	5	·	-27	1.4
Cc1ccc(S(=O)(=O)Nc2cccc3c2O[C@H](CN(C)S(=O)(=O)c2cccs2)[C@@H](C)CN([C@H](C)CO)C3=O)cc1	0	1	-10	-1.2
N#C[C@H]1[C@H](c2ccccc2)[C@H](CO)N1C(=O)Cc1ccccc1	5	49	27	-1.5
CN1CCN(C(=O)C[C@H]2CC[C@@H]3[C@H](COC[C@H](O)CN3C(=O)Nc3ccc4c(c3)OCO4)O2)CC1	1&-4	-11	5	3.5
C[C@@H]1CN([C@H](C)CO)C(=O)CCCn2nncc2CO[C@H]1CN(C)C(=O)Nc1ccc2c(c1)OCO2	·	4	-5	0.4
COC(=O)[C@@H]1[C@@H](CO)[C@@H]2Cn3c(ccc(C4=CCCCC4)c3=O)[C@@H]2N1Cc1ccc2c(c1)OCO2	-9	-20	·	3.4
O=C(C[C@H]1C=C[C@@H](NS(=O)(=O)c2ccc(F)cc2)[C@@H](CO)O1)NC1CCCCC1	·	0	2	-2.4
C[C@@H]1CN([C@H](C)CO)C(=O)c2cc(NC(=O)Nc3ccc(C(F)(F)F)cc3)ccc2O[C@H]1CN(C)S(=O)(=O)c1cn(C)cn1	·	74	-4	-0.6
CS(=O)(=O)N1CC2(C1)[C@H](c1ccccc1)[C@@H](CO)N2CC1CC1	-1	·	-71	0.4
CCN1[C@@H]2c3ccc(-c4ccncc4)c(=O)n3C[C@H]1[C@H](CO)[C@H]2C(=O)NCCc1cn(C)cn1	3	92	-9	0.1
C[C@@H]1CN([C@@H](C)CO)C(=O)Cc2cc(NC(=O)CCCN(C)C)ccc2O[C@@H]1CN(C)Cc1ccc(-c2ccccc2)cc1	3	·	-71	0.1
COc1ccc(-c2ccc([C@H]3[C@@H](CO)N4C(=O)CN(C(=O)C5CC5)C[C@@H]34)cc2)cc1	-2	·	-49	-1.1
C[C@H](CO)N1C[C@H](C)[C@H](CN(C)Cc2ccncc2)OCCCC[C@H](C)Oc2ccc(NC(=O)CCC(F)(F)F)cc2C1=O	2	54	·	0.4
CCC(=O)N1[C@H](C(=O)NC2CCC2)[C@@H](CO)[C@@H]2Cn3c(ccc(C4=CCCCC4)c3=O)[C@@H]21	0	93	7	3.2
O=C(C1CCC1)N1CC2(C1)[C@H](c1ccccc1)[C@H](CO)N2C(=O)c1cccnc1	-3	·	-8	-0.1
COCC(=O)N1CC(=O)N2[C@H](CO)[C@@H](c3ccc(C#Cc4cccc(OC)c4)cc3)[C@H]2C1	-9	·	8	1.2
C[C@@H]1CN([C@H](C)CO)S(=O)(=O)c2ccc(C3=CCCC3)cc2O[C@H]1CN(C)Cc1ccncc1	-4	115*	-65	-1.1
O=C(O)C[C@@H]1CC[C@@H](NC(=O)Nc2ccccc2)[C@@H](CO)O1	·	-62	-5	-1.2
C[C@H]1CN([C@@H](C)CO)C(=O)c2cccc(NS(C)(=O)=O)c2O[C@@H]1CN(C)CC1CC1	7	26	16	-0.3
C[C@H]1CN([C@@H](C)CO)C(=O)Cc2cc(NS(=O)(=O)c3ccc(F)cc3)ccc2O[C@@H]1CN(C)C(=O)Nc1ccccc1	3	-7	27	0.1
C[C@H](CO)N1C[C@H](C)[C@H](CN(C)Cc2ccc3c(c2)OCO3)OCCCC[C@H](C)Oc2ccc(NC(=O)Nc3ccc(F)cc3)cc2C1=O	16	88	-15	-4.1
C[C@@H]1CN([C@@H](C)CO)C(=O)c2cccc(NC(=O)c3ccncc3)c2O[C@H]1CN(C)Cc1ccncc1	-2	61	-5	-2.4
Cc1noc(C)c1NC(=O)Nc1cccc2c1O[C@@H](CN(C)C(=O)Nc1ccc(F)cc1)[C@@H](C)CN([C@@H](C)CO)C2=O	·	-13	20	-0.6
CN(C)CCCNC(=O)[C@H]1[C@H](CO)[C@H]2Cn3c(ccc(-c4cccc(F)c4)c3=O)[C@@H]1N2	-1	·	40	-0.1
C[C@H](CO)N1C[C@H](C)[C@H](CN(C)C(=O)C2CCCCC2)Oc2ncc(C#CC3CC3)cc2C1=O	·	-9	-17	1.5
COc1cccc(-c2cn(CC[C@@H]3CC[C@@H](NS(=O)(=O)Cc4ccccc4)[C@@H](CO)O3)nn2)c1	·	38	-52	-1.5
COc1ccc(NC(=O)N(C)C[C@@H]2Oc3c(NC(=O)c4cc(C)nn4C)cccc3C(=O)N([C@@H](C)CO)C[C@@H]2C)cc1	-1	-18	-2	-0.8
C/C=C/c1ccc([C@@H]2[C@H](CO)N(CC3CC3)[C@H]2CNC(=O)c2ccccc2)cc1	8	-2	-55	-0.9
CN1C(=O)c2cc(NC(=O)c3ccc(Cl)cc3)ccc2OC[C@H]2O[C@@H](CC(=O)O)CC[C@@H]21	-2	-23	12	-1.7
CO[C@H]1CN(C)C(=O)c2cc(NC(=O)NC(C)C)ccc2OC[C@@H](C)N(S(C)(=O)=O)C[C@@H]1C	1	·	39	1.7
COCCNC(=O)C[C@@H]1C=C[C@H](NC(=O)NC2CCCC2)[C@H](CO)O1	·	-18	16	1.6
CC(C)NC(=O)N1CC[C@@H]2[C@H]1c1cc(-c3cccc(F)c3)ccc1N(C)[C@H]2CO	-6	75	-36	-1.0
CN1C(=O)c2cc(NC(=O)C3CCOCC3)ccc2OC[C@@H]2O[C@@H](CC(=O)NCCc3ccncc3)CC[C@@H]21	-1	8	·	0.4
C[C@@H]1CCCCO[C@@H](CN(C)S(=O)(=O)c2ccc(F)cc2)[C@@H](C)CN([C@@H](C)CO)C(=O)c2cc(NS(=O)(=O)c3cccs3)ccc2O1	2	11	-54	-1.2
Cc1ccc(-c2ccc([C@@H]3[C@H]4CN(C(=O)Nc5ccccc5)CCCCN4[C@H]3CO)cc2)cc1	61	?	7	1.2
C[C@@H]1CN([C@@H](C)CO)C(=O)c2cc(-c3ccccc3)cnc2O[C@@H]1CN(C)C(=O)c1cccc(F)c1	3	26	-5	-0.9
Cc1cc(C(=O)Nc2cccc3c2O[C@@H](CN(C)C(=O)NC2CCCCC2)[C@H](C)CN([C@H](C)CO)C3=O)n(C)n1	1	-3	-18	-0.7
CN1c2ccc(-c3ccccc3)cc2[C@@H]2[C@@H](CCN2C(=O)CC2CC2)[C@@H]1CO	3	38	-33	0.5
Cc1noc(C)c1S(=O)(=O)N(C)C[C@H]1OCCCC[C@@H](C)Oc2ccc(NS(C)(=O)=O)cc2C(=O)N([C@H](C)CO)C[C@@H]1C	-4	-43	45	-0.6
CO[C@H]1CN(C)C(=O)c2ccc(NC(=O)Cc3ccccc3)cc2OC[C@@H](C)N(CC2CC2)C[C@H]1C	·	-49	3	2.6
O=C(C[C@H]1C=C[C@@H](NC(=O)c2ccncc2)[C@@H](CO)O1)Nc1ccccc1	5	·	8	0.3
Cc1noc(C)c1NC(=O)N[C@@H]1CC[C@H](CCNC(=O)C2CCCC2)O[C@H]1CO	0	·	6	0.7
Cc1ccc(S(=O)(=O)Nc2ccc3c(c2)CC(=O)N([C@H](C)CO)C[C@@H](C)[C@H](CN(C)Cc2ccc(Cl)c(Cl)c2)O3)cc1	77	89	10	-1.2
CO[C@H]1CN(C)C(=O)c2ccc(NC(=O)NC(C)C)cc2OC[C@H](C)NC[C@H]1C	0	45	·	-0.8
C[C@H]1CN([C@@H](C)CO)C(=O)c2c(c3ccccc3n2C)-c2ccccc2CO[C@H]1CN(C)Cc1ccc(-c2ccccc2)cc1	9	·	-88*	-1.1

Structures listed so far containing an aryl methoxy group, in the order listed:
Compound	C diff growth	Tcruzi prolif	Pf Dd2 inh	KDM4C inh
CNC(=O)C[C@H]1CC[C@@H]2[C@H](COc3ccc(NC(=O)Nc4ccccc4OC)cc3C(=O)N2C)O1	-5	5	-9	1.1
COc1ccc(-c2ccc([C@H]3[C@@H](CO)N4C(=O)CN(C(=O)C5CC5)C[C@@H]34)cc2)cc1	-2	·	-49	-1.1
COCC(=O)N1CC(=O)N2[C@H](CO)[C@@H](c3ccc(C#Cc4cccc(OC)c4)cc3)[C@H]2C1	-9	·	8	1.2
COc1cccc(-c2cn(CC[C@@H]3CC[C@@H](NS(=O)(=O)Cc4ccccc4)[C@@H](CO)O3)nn2)c1	·	38	-52	-1.5
COc1ccc(NC(=O)N(C)C[C@@H]2Oc3c(NC(=O)c4cc(C)nn4C)cccc3C(=O)N([C@@H](C)CO)C[C@@H]2C)cc1	-1	-18	-2	-0.8

An excerpt from above in order of the Pf Dd2 inh value, high to low:
canonical_smiles | Pf Dd2 inh
Cc1noc(C)c1NC(=O)Nc1cccc2c1O[C@@H](CN(C)C(=O)Nc1ccc(F)cc1)[C@@H](C)CN([C@@H](C)CO)C2=O | 20
Cc1noc(C)c1NC(=O)N[C@@H]1CC[C@H](CCNC(=O)C2CCCC2)O[C@H]1CO | 6
CC(C)NC(=O)N1CC[C@@H]2[C@H]1c1cc(-c3cccc(F)c3)ccc1N(C)[C@H]2CO | -36
